High-throughput results: PubChem BioAssay, National Center for Advancing Translational Sciences (NCATS)
p53 reactivation: re-activators of mutant p53 | AID 504706 | H1299 p53-A138V BP100-luciferase reporter, luminescence, 24 h | 0.063% of 320,000 active | Potency, µM (highest dose often 92.2 µM), for inactives: at the top dose activity change, positive = activation, usual class: activators; further: % of control where 0% means no effect; nearly all actives have a fitted effect of over 45% in size
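p53-null H1299 cells stably carrying temperature-sensitive p53-A138V and a BP100-luciferase reporter were pinned with compounds (4-point, 1:5 series) and held 24 hrs at 37 deg C. Luminescence was read 10 min after detection reagent.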
RORgamma inh: blocks mouse ROR gamma transcriptional activity; 5.4% of 310,000 active; Drosophila S2 Gal4-RORgamma UAS-luciferase reporter, 20 h; Potency, µM (top dose mostly 53.6 µM), without a hit: top-dose activity change, negative = inhibition, most hits filed as inhibitors; AID 2551; further: on the % scale 0 is the no-effect control and ±100 the full control effect; nearly all actives have a fitted effect of over 60% in size
Target sequence (P51450 whole entry, looked up, the tested form may be a part): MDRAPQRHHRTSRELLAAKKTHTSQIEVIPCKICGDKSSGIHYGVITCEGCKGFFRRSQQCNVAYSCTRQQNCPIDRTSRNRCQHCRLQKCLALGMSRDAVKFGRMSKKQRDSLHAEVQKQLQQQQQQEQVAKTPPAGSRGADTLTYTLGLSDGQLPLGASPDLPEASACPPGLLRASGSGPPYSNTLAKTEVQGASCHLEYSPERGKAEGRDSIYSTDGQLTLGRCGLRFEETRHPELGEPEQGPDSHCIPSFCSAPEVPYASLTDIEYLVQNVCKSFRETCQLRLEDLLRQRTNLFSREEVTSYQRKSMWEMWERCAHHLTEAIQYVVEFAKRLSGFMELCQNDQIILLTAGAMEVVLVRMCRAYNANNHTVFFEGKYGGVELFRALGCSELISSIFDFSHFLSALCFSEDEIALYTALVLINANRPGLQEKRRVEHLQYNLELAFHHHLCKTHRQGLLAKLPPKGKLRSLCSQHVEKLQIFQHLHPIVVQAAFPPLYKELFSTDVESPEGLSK
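Compounds are pin-transferred onto Drosophila Schneider cells expressing a copper-inducible Gal4–ROR gamma transactivation domain fusion. After 1 hr, copper sulfate is added to 700 uM final; luciferase is read 20 hr later.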
VP16 counter: inhibits Gal4-VP16 luciferase reporter, ROR gamma counter-screen | AID 2546 | Drosophila S2 Gal4-VP16 UAS-luciferase, luminescence, 20 h | Potency, µM (doses to about 53.6 µM), inactives show at the highest dose activity, negative = inhibition, usual class: inhibitors | 3.5% of 310,000 active;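 further: Gal4-VP16 expression switched on by copper sulfate through the metallothionein promoter; on the % scale 0 is the no-effect control and ±100 the full control effect; nearly all actives have a fitted effect of over 50% in size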
MLL CXXC-DNA inh: MLL CXXC-DNA interaction inhibition; MLL-CXXC / FITC-HOXA9 DNA fluorescence polarization; 0.037% of 290,000 active; Potency, µM (doses to about 115 µM), without a hit: at the highest dose activity change, negative = inhibition, usual class: inhibitors; active means well fitted inhibition curve with a large enough effect in the polarisation, with a control signal flat, not every such curve was filed as active; inconclusive means small, poorly fitted or top-dose-only effect, or effect the other way, or a change in a side signal; inactive means no such curve, though single readings can be large or run the other way; the % refers to the polarisation
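Fluorescence polarization: 7 uM MLL-CXXC (stock) preincubated 5 min with compounds, then 50 nM fluorescein-HOX-A9 DNA (stock) added; 30 min ambient. Buffer 50 mM Tris-HCl pH 7.5, 50 mM NaCl, 1 mM DTT, 0.05% BSA.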
ELG1 genotoxic: genotoxicity induction in ELG1-luciferase HEK293T cells; HEK293T ELG1-luciferase reporter, luminescence, 16 h; Potency, µM (series often up to 46 µM), for inactives: top-dose activity change, positive = activation, hits mostly activators; 1.3% of 330,000 active; further: % of control where 0% means no effect; nearly all actives have a fitted effect of over 60% in size
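Luminescence read-out: rising ELG1-luciferase signal, reflecting elevated ELG1 protein under genetic stress, flags genotoxic compounds. Cells were treated for 16 hr at 37 °C before ONE-Glo detection.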
NPC1 prom act: activates the NPC1 promoter; 2.4% of 320,000 active; Huh7 NPC1 promoter luciferase reporter, 24 h; Potency, µM (doses to about 9.22 µM), inactives show at the highest dose activation, usual class: activators;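 further: % of control where 0% means no effect; nearly all actives have a fitted effect of over 60% in size; reporter is driven by a mutant NPC1 promoter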
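In 1536-well qHTS, Huh7 cells harboring an NPC1 promoter–luciferase construct received compound for 24 h; activation was quantified by luminescence following luciferase reagent addition.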
FLuc counter: counter-screen for miR-21 project: firefly luciferase inhibitors or activators | P08659 | purified FLuc, Km substrates, luminescence inhibition | Potency, µM (titrated, usually from 57.5 µM), for the others: at the highest dose activity change, negative = inhibition, most hits filed as inhibitors | 6.9% of 360,000 active | AID 588342;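 further: plate controls were vehicle for no effect and reference inhibitor for full effect; nearly all actives have a fitted effect of over 55% in size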
Target sequence (P08659 whole entry, looked up): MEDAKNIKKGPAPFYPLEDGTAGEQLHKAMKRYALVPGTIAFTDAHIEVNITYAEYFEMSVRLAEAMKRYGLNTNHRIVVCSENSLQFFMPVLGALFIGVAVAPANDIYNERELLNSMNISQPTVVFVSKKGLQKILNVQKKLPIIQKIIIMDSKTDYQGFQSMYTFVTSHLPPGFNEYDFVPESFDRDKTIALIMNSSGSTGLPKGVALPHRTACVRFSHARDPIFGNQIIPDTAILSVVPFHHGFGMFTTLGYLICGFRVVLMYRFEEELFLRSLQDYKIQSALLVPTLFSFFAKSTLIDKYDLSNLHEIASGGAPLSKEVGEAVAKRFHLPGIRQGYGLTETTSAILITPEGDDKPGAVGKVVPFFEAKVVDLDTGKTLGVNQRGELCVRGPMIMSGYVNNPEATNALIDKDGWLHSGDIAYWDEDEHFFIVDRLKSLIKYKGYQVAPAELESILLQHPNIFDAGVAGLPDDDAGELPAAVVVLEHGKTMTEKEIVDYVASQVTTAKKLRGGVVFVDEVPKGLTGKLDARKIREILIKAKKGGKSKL
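Biochemical qHTS of compounds, final roughly 60 µM downward over six points, against 10 nM purified firefly luciferase using Km concentrations of substrates (10 uM D-luciferin, 10 uM ATP) in Tris acetate pH 7.5 buffer; luminescence output.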
BRCA1 expr act: activators of BRCA1 expression. MCF7-BRCA1-FFLuc reporter, luminescence, 48 h; response scale: scaled: vehicle 0%, 10 µM genistein 100%. Potency, µM (series often up to 46.1 µM), inactives show top-dose activation, usual class: activators. 1.1% of 380,000 active; further: nearly all actives have a fitted effect of over 80% in size; some results filed as inactive show a strong effect at the top dose
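Luminescence from a BRCA1-driven firefly luciferase in MCF7 cells was the read-out, taken 15 min after substrate addition following 48 h compound exposure at 37 °C. Data were normalized to a 10 microM genistein control and DMSO vehicle.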
MBNL1 CUG block: blocks human MBNL1 binding to CUG repeat RNA; TR-FRET MBNL1-His/biotin-(CUG)12 binding, 665/545 ratio; Q9NR56; 0.036% of 280,000 active; Potency, µM (highest dose often 57.5 µM), without a hit: at the top dose activity change, negative = inhibition, usual class: inhibitors; active means well fitted inhibition curve with a large enough effect in the signal ratio, with a control signal flat, not every such curve was filed as active; inconclusive means small, poorly fitted or top-dose-only effect, or effect the other way, or a change in a side signal; inactive means no such curve, though single readings can be large or run the other way; the % refers to the signal ratio; further: on the % scale 0 is the no-effect control and ±100 the full control effect
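Compounds (final 92 nM to 58 uM) are added to His-tagged MBNL1 and biotin-(CUG)12, then terbium anti-His antibody and streptavidin-XL665 (5 nM final). After 60 min at room temperature, the 665/545 nm ratio is read.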
Rab9 promoter act: Rab9 promoter activation | Huh7 Rab9 promoter-luciferase reporter, luminescence, 24 h | Potency, µM (top dose mostly 9.22 µM), without a hit: at the highest dose activation, negative = inhibition, actives largely listed as activators | 2.8% of 320,000 active | AID 485297; further: % of control where 0% means no effect; nearly all actives have a fitted effect of over 60% in size
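Measured in stably transfected Huh7 cells bearing a Rab9 promoter–luciferase construct: 24 h compound treatment at 37 °C, followed by luminescence detection.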
uPA surface inh: cell surface uPA generation inhibition. cell surface uPA generation assay, qHTS. Potency, µM (doses to about 38.3 µM), for the others: at the highest dose activity change, negative = inhibition, hits mostly inhibitors. 0.31% of 330,000 active. AID 540303; active means well fitted inhibition curve with a large enough effect; inconclusive means small, poorly fitted or top-dose-only effect; inactive means no such curve, though single readings can be large or run the other way; tested in mouse RAW 264.7 cells; further: on the % scale 0 is the no-effect control and ±100 the full control effect; nearly all actives have a fitted effect of over 55% in size
An asterisk follows results filed as active; ? = inconclusive; . = no result given; & = joins results of further samples; [ ] = remark or other dose. Unless noted, the call rests on the fitted dose curve; in most records, active means well fitted curve in the direction sought with a large enough effect; inconclusive means small, poorly fitted or top-dose-only effect, or another doubt; inactive means no such curve, though single readings can be large; an effect the other way counts as inactive or inconclusive. Potency means the concentration at half of the fitted maximal effect. An excerpt; count on the stated rates, not on these rows.

SMILES	p53 reactivation	RORgamma inh	VP16 counter	MLL CXXC-DNA inh	ELG1 genotoxic	NPC1 prom act	FLuc counter	BRCA1 expr act	MBNL1 CUG block	Rab9 promoter act	uPA surface inh
Cc1ccc2[nH]c(C)c(CCNC(=O)c3cc4cc([N+](=O)[O-])ccc4oc3=O)c2c1	-8%	15%	-6%	18%	7%	-1%	-1%	-29%	?	-1%	2%
CCN1C(=O)/C(=C\c2ccc([N+](=O)[O-])s2)C(=O)NC1=S	-3%	-13%	-18%	9%	-13%	-19%	8.5µM*	.	?	2%	.
Cc1c(N=Cc2c(O)n(Cc3ccc(F)cc3)c(=O)[nH]c2=O)c(=O)n(-c2ccccc2)n1C	-3%	-24%	3%	18%	-1%	-1%	-1%	16%[1.84 µM]	-3%	-2%	0%
CN[C@@H](C)[C@@H](O)c1ccccc1	.	-3%	-9%	-2%	2%	1%	2%	33%	11%	-8%	29%
CCOc1ccc(CN(CCCl)CCCl)cc1C(=O)OC	-4%	-8%	2%	-6%	0%	-6%	2%	1%	?	-3%	-2%
COc1ccccc1[As](=O)(O)CC(O)COc1ccc(Cl)cc1Cl (configuration not stated)	6%	-18%	-3%	45%[activator]	0%	-1%	7%	.	-3%	1%	.
COC(=O)C1=C(c2cccc(OCc3ccccc3)c2)C[C@@H]2CC[C@H]1N2C(=O)NCc1cccc(C(F)(F)F)c1	-6%	.	.	.	-6%	-1%	0%	-32%	.	-1%	?
COC(=O)c1c(Sc2ccccc2)c2ccccc2n1C	-3%	-14%	-9%	5%	1%	-1%	-2%	-22%	59%[activator]	0%	-14%
COC(=O)C1=C(c2ccc(S(C)(=O)=O)cc2)C[C@@H]2CC[C@H]1N2C	0%	.	.	.	4%	-4%	2%	-5%	.	-5%	8%
CC(=O)c1cn(Cc2ccc(F)cc2)c2ccccc12	.	31%	-21%	3%	1%	-6%	7%	-36%	1%	-9%	-3%
COC(=O)[C@@H]1C[C@H]1[C@@H](NP(=O)(c1ccccc1)c1ccccc1)c1ccccc1	-7%	10µM*	?	5%	18µM*	-3%	4%	-5%	-12%	-3%	?
N=C1c2ccccc2CN1NC(=O)c1ccc(F)cc1	-5%	-14%	0%	17%	2%	-7%	0%	16%	-3%	-1%	-6%
C=CCN1C(=O)/C(=C/c2ccc(Br)s2)C(=O)NC1=S	.	11%[1.91 µM]	?	-4%	?	-8%	?	-2%	-4%	-5%	-4%
Cc1cc(C)cc(N2C(=O)NC(=O)/C(=C\c3cc(C)n(C)c3C)C2=O)c1	-4%	2%	6%[10 µM]	-27%	7%	-1%	2%	10%	-4%	-1%	1%
CCOc1ccc(NC(=O)c2ccc(NC(=O)COC(=O)Cc3ccccc3)cc2)cc1	?	11%	?	-6%	?	?	-14%	.	0%	?	-3%
Cc1cc(N2C(=O)C3CCCN3C2c2cccc(Cl)c2)no1 (configuration not stated)	-1%	-27%	-4%	1%	1%	-4%	-2%	0%	-12%	2%	1%
CCOP(=O)(OCC)/C(C#N)=C/c1ccc(Br)cc1	2%	3%	-5%	?	-3%	-1%	-6%	-14%	6%	-7%[1.84 µM]	1%
C/C(=N\N1CCCCCC1)c1c(O)n(-c2ccccc2)c(=O)[nH]c1=O	-1%	24%	-9%	1%	4%	1%	-2%	-16%	.	-3%	-5%
COc1ccc2c(c1OC)C(=O)O[C@@H]2[C@H]1c2cc3c(cc2CCN1C)OCO3	0%	.	.	.	7%	-1%	0%	-4%	.	-3%	1%
O=C(c1ccc(F)cc1)N1CCC2(CC1)OCCO2	9%	-29%	0%	-8%	-4%	-4%	5%	6%	-8%	1%	-3%
CCn1cc(C(=O)N2CCOCC2)c2ccccc21	2%	-2%	-6%	3%	-2%	-1%	-2%	0%	-12%	-29%	2%
Cc1ccc(-c2nc3ccccc3c(=O)n2-c2ccc(Br)cn2)cc1	1%	1%	-3%	0%	-2%	-8%	3%	2%	-1%	-4%	-1%
Cc1cc(N2CCNCC2)nc2ccccc12	.	-17%	9%	-1%	2%	-1%	0%	-10%	0%	-1%	5%
O=C(O)CC1OCC=C2CN3CCC45C6=CC(=O)C(=O)C([N+](=O)[O-])=C6NC4C1C2CC35 (configuration not stated)	-5%	?	?	?	-8%	1%	-2%	-26%&-37%	.	-1%	1%
O=C1N=C(N2CCCCC2)SC1=C1CCCCC1	?	2%	3%	-3%	16µM*	?	13µM*	?	3%	2.8µM*	-4%
Remaining list, next part
SMILES	p53 reactivation	RORgamma inh	VP16 counter	MLL CXXC-DNA inh	ELG1 genotoxic	NPC1 prom act	FLuc counter	BRCA1 expr act	MBNL1 CUG block	Rab9 promoter act	uPA surface inh
Cc1nc2sccc2c(=O)n1-c1ccccc1Cl	0%	18%	0%	-3%	-1%	0%	-2%	4%	-4%	0%	-3%
CCC(=NCc1cccnc1)c1c(O)n(-c2ccccc2C)c(=O)[nH]c1=O	1%	-5%	-4%	24%	-1%	-6%	6%	1%	7%	-2%	1%
CC(C)c1nnc(NC(=O)c2cccc(-n3cnnn3)c2)s1	7%	28%	5%	-2%	1%	10%	?	17%	-4%	8%	2%
C[N+]12CCC(CC1)C(C(O)(c1cccc(Cl)c1)c1cccc(Cl)c1)C2 (configuration not stated)	-7%	2%	1%	-8%	1%	-1%	1%	-11%	-5%	-4%	-4%
CCSc1cc(C2C(C#N)=C(N)Oc3n[nH]c(C)c32)c(C)o1 (configuration not stated)	-42%[inhibitor]	11µM*	?	-11%	?	2%	2%	-24%	16%	-3%	-4%
CCN1CCN(S(=O)(=O)c2cnc(Cl)c(Br)c2)CC1	0%	-30%	5%	4%	-1%	0%	0%	-21%	-5%	-1%	-1%
COc1ccccc1CN1CCCC(C(=O)c2ccccc2SC)C1 (configuration not stated)	-5%	-22%	6%	-4%	-13%	-8%	0%	-44%	-20%	-17%	5%
COC1=C[C@@H]2C3=C([C@@H]2C1=O)[C@@H](NC(C)=O)CCc1cc(OC)c(OC)c(OC)c13	-4%	.	.	.	21%	-1%	-1%	-12%	.	-2%	-2%
COC(=O)C1=C(c2ccc(Cl)c(C(F)(F)F)c2)C[C@@H]2CC[C@H]1N2C(=O)NCCNC(C)=O	-5%	.	.	.	0%	1%	-2%	0%	.	-2%	8%
CC(=O)N1CCN(Cc2ccc(Cl)nc2)CC1	4%	-34%	2%	-13%	5%	-7%	1%	-21%	-4%	-3%[1.84 µM]	1%
Cc1nc2ccccc2c(=O)n1-c1ccc(F)cc1	-6%	10%[0.365 µM]	.	-1%	1%	1%	-1%	9%	2%	0%	-4%
COc1ccc2c(c1)c(C(=O)CN1CCN(C)CC1)c(C)n2Cc1ccccc1	-3%	9%	3%	-7%	-3%	0%	3%	-24%	-8%	3%	5%
Cc1cc(C)nc(-n2c(C)nc3cc(Cl)ccc3c2=O)c1	0%	29%	1%	-6%	11%	-1%	-1%	27%	-5%	-4%	-3%
Oc1ccc2ccccc2c1CN1CC=C(c2ccccc2)CC1	5%	2%	6%	16%	-1%	-4%	-13%	-28%	0%	2%	5%
O=C(Nc1cccc(Cl)c1)N1C[C@H]2C[C@@H](C1)c1cccc(=O)n1C2	.	1%	-1%	-3%	2%	-1%	1%	9%	-8%	1%	-1%
CCOC(=O)C1=C(C)OC(N)=C(C#N)C12C(=O)Nc1ccc(C)cc12 (configuration not stated)	0%	-8%	-2%	-3%	1%	7%	-9%	-2%	1%	0%	2%
CCC(=NCc1ccc(F)cc1)c1c(O)n(C)c(=O)n(C)c1=O	-15%	24%	22µM*	1%	-11%	-8%	-2%	-78%	7%	-14%	-4%
Cc1cccc(-n2c(O)c(C=Nc3ccc(S(N)(=O)=O)cc3)c(=O)[nH]c2=O)c1	1%	-16%	-5%	-6%	2%	-2%	-1%	-23%	2%	10%	-1%
COc1ccc(CCNCc2ccccc2F)cc1OC	-8%	24%	-3%	4%	-1%	-3%	-2%	-2%	9%	-11%	3%
Cc1ccc(CC(=O)N2CCN(Cc3ccccc3)CC2)cc1	6%	2%	-2%	11%	5%	-1%	0%	33%	5%	-2%	-1%
CN(C)CCc1nc2ccccc2c(=O)n1-c1ccccc1	0%	-19%	7%	3%	?	-2%	?	.	-7%	-4%[1.84 µM]	.
O=C(O)[C@H]1NC[C@H]2C[C@H]21	4%	4%	-5%	-2%	3%	0%	2%	8%	-7%	8%	0%
COc1ccc(CCC(=O)N2CCC3(CC2)OCCO3)cc1	-2%	-1%	-2%	1%	-4%	-2%	0%	3%	-7%	1%	.

Only ELG1 genotoxic, for 2 of the compounds above:
| Molecule | ELG1 genotoxic |
| --- | --- |
| COc1ccc2c(c1)c(C(=O)CN1CCN(C)CC1)c(C)n2Cc1ccccc1 | -3% |
| O=C(O)[C@H]1NC[C@H]2C[C@H]21 | 3% |
